Compound activity (PubChem)
Insulin prom up: insulin promoter activators in MIN6 cells, imaging, high-content screening, mouse beta cells; MIN6 insulin promoter-GFP reporter; hits give high values; z-score at 5 µM; 190,000 tested, 0.3% active; AID 1625, 2009;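 active = z-score above 3 at 5 µM with at least 500 cells counted in the well; inconclusive = wells under 500 cells, flagged as cytotoxic or low count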
ER stress rescue: rescue of cells from ER stress-induced death, primary screen, 384-well, CSM14.1, thapsigargin, ATP luminescence (AID 1222); cellular ATP content (survival), % at 20 µM; hits with a dose series show EC50 in µM; 190,000 tested, under 10 active; CSM14.1 thapsigargin-induced death rescue, ATP luminescence; higher % means a stronger effect;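 active = EC50 below 50 µM in the dose-response confirmation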;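 also: death triggered by thapsigargin at about 15 µM added after 2 h compound pretreatment; cell ATP read after overnight thapsigargin exposure of roughly 18 to 22 hours; normalized against plate controls of thapsigargin alone and 5% DMSO vehicle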
UTI89 phage lysis: inhibition of K1F phage lysis, E. coli UTI89, bacterial capsule biogenesis inhibitors, alamar blue (AID 488966); 340,000 tested, 0.02% active; one-dose inhibition, % at 100 µM; IC50 in µM for titrated hits; E. coli UTI89 K1F phage lysis, alamar blue, 2 h; higher % means a stronger effect;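 active = phage lysis inhibition, versus mean bacterial control, above a set limit; inconclusive = no clear call, values can overlap the other calls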;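 also: capsule biogenesis inhibitors block K1F phage lysis so surviving cells raise fluorescence; higher fluorescence means more inhibition of phage lysis; actives were called in the ten point dose series up to 300 µM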
b-catenin transl: modulators of beta-catenin nuclear translocation, primary screen, imaging, HeLa cells, immunofluorescence, high-content; 190,000 tested, 0.3% active; nuclear translocation activity, % at 5 µM;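 active = nuclear translocation activity above 50% at 5 µM, with a well cell count of 50 or more; inconclusive = wells under 50 cells across six images, flagged as toxic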;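 also: per-cell ratio of nuclear to cytoplasmic median beta-catenin stain intensity; plate controls were DMSO negative control for no effect and GSK-3 inhibitor IX positive control for full effect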
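Test system: HeLa cells, endogenous beta-catenin; Compound: single 5 µM dose plus 0.02–20 µM confirmation series; Times: compound exposure 24 h at 37°C; Signal: fluorescence imaging of beta-catenin antibody stain plus DAPI; Read-out: % activation, nuclear-to-cytoplasmic median beta-catenin signal ratio per cell.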
Dynein transport: inhibitors of GR-EGFP nuclear translocation, primary screen, dynein cargo transport inhibitor project, imaging, high-content, 3617.4 mouse cells. test concentration mostly 20 µM; stimulated with dexamethasone, 1 µM; hits give low values. 220,000 tested, 0.47% active. z-score, hits read low;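 active = plate z-score of nuclear minus cytoplasmic receptor signal below a set negative limit, without overly bright fluorescence or cell loss, cut at about -3.5 in these data, passing the limit was not always enough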;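 also: z-score of nuclear minus cytoplasmic ring GR-EGFP intensity difference per well; some compounds called inactive have numbers as strong as hits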
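Also added: dexamethasone, 1.0 µM final. Medium: tet-free, stripped-serum medium. Detection: fixed, Hoechst-stained cells imaged at 10x for EGFP. Read-out: nuclear-to-cytoplasmic GR-EGFP distribution per well. Times: induction 48 h, compound 1 h, agonist 30 min.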
Autophagy HCS: autophagy modulators in MEF cells, primary screen, imaging, high-content, MEF GFP-LC3; MEF GFP-LC3 puncta imaging; test concentration mostly 10 µM; 190,000 tested, 0.98% active; calls only at 10 µM (by protocol); AID 463193, 2010;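 active = percentage of spot-positive cells more than 3 SD above its plate mean, without a fluorescence outlier flag or 80% toxicity; inconclusive = no clear call, values can overlap the other calls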;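 also: spot-positive cell cutoff set from DMSO-treated cells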
M1AAP inhibition: P. falciparum M1AAP inhibitors, biochemical, fluorogenic H-Leu-NHMec substrate, 1536-well (AID 1445) | one-dose inhibition, % at 30 µM; IC50 in µM for titrated hits | recombinant M1AAP, H-Leu-NHMec fluorogenic kinetic assay; higher % means a stronger effect | 220,000 tested, 0.42% active;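 active = primary inhibition above the hit cutoff, then over 50% inhibition at one or more dose response concentrations, cut at about 23% in these data, passing the limit was not always enough; inconclusive = conflicting primary data, or primary hits not chosen for dose response; inactive = low primary inhibition, or under 50% at every dose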;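 also: plate controls were DMSO full reaction for no effect and no enzyme background for full effect; strong numbers were not always called active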
MT stabilize HCS: microtubule stabilizers in HeLa cells, primary screen, imaging, high-content imaging. 200,000 tested, 0.83% active. % tubulin-high responders, % at 10 µM. HeLa tubulin immunostaining HCS, 24 h; share of cells brighter than vehicle mean+2SD;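 active = plate Z-score above 3 for both tubulin-high and condensed-nucleus cell shares, with cell loss under 80%, at 10 µM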;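 also: anti alpha tubulin signal scored within the nucleus-defined area of each cell; some results filed as inactive read as strong as hits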
P. falciparum M17LAP: P. falciparum M17LAP inhibitors, primary screen, biochemical, fluorogenic H-Leu-NHMec substrate, 1536-well (AID 1619) | Leucine aminopeptidase (Plasmodium falciparum (isolate 3D7)) | one-dose inhibition, % at 30 µM; IC50 in µM for titrated hits | recombinant M17LAP, H-Leu-NHMec fluorogenic kinetic assay; higher % means a stronger effect | 220,000 tested, 0.38% active;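 active = compound inhibiting the enzyme by more than half at any dose during confirmatory dose-response retesting; inconclusive = strong single-dose inhibitors picked by rank but not retested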;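 also: plate controls were full reaction with DMSO carrier for no effect and no enzyme background for full effect; strong numbers were not always called active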
Dynein transport cytoplasmic EGFP: second read-out of Dynein transport, no call of its own (marks repeat the call); z-score; measured here: cytoplasmic GR-EGFP intensity; hits give high values
Dynein transport nuclear GR-EGFP: recorded beside Dynein transport, whose call it bears; z-score; measured here: nuclear GR-EGFP intensity;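 lower value marks the stronger effect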
Dynein transport cell count: also measured in Dynein transport; calls as there; z-score; measured here: cell count per field
Insulin prom up cell count: second read-out of Insulin prom up, no call of its own (marks repeat the call); cell count; measured here: cytotoxicity, nuclei count;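 total cells summed across four imaged fields per well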
b-catenin transl cell count 5 µM: second read-out of b-catenin transl, no call of its own (marks repeat the call); cell count; measured here: cell count, cytotoxicity flag
MT stabilize HCS Hoechst-high %: recorded beside MT stabilize HCS, whose call it bears; % Hoechst-high responders; measured here: nuclear condensation Hoechst responders;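 share of cells brighter than vehicle mean plus two SD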
MT stabilize HCS cytotoxicity %: second read-out of MT stabilize HCS, no call of its own (marks repeat the call); toxicity, %; measured here: cytotoxicity by cell density;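 0% = mean cell density of plate MIN control wells and 100% = no cells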
Autophagy HCS cell loss 18 h: recorded beside Autophagy HCS, whose call it bears; toxicity, %; measured here: cell loss, nuclei count;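 cell loss after 18 h compound exposure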
* = called active by the depositor; i = inactive; ? = inconclusive; · = not tested or not shown; [ ] = remark or other dose. An unsorted share of the library; any-hit rate near 2.9%.

SMILES	Insulin prom up	Insulin prom up cell count	ER stress rescue	UTI89 phage lysis	b-catenin transl	b-catenin transl cell count 5 µM	Dynein transport	Dynein transport cytoplasmic EGFP	Dynein transport nuclear GR-EGFP	Dynein transport cell count	Autophagy HCS	Autophagy HCS cell loss 18 h	M1AAP inhibition	MT stabilize HCS	MT stabilize HCS Hoechst-high %	MT stabilize HCS cytotoxicity %	P. falciparum M17LAP
COc1ccc(NS(=O)(=O)c2ccc(NC(=O)Cc3cccs3)cc2)cc1	-1.34	1320	-2.2%	-3.4%	-0.9	1154	-0.202	-0.234	-0.117	1.65	i	0.2	-1.1%	3.7	1.7	3.6	-1.3%
CCCCNc1nc(-c2ccccc2)cc(C(F)(F)F)c1C(N)=O	·	·	-1.6%	0.0%	1.9	1002	1.48	-0.201	0.741	-1.57	i	0.8	4.5%	3.2	1.6	3.1	-13.1%
Cc1ccc(C)c2nc(SCC(=O)Nc3ccc4c(c3)OCO4)c(C#N)cc12	-0.34	969	·	0.3%	-1.0	1371	0.996	-0.0471	1.26	-2.79	·	·	2.3%	·	·	·	-8.5%
COc1ccc(N2C(=O)CC(N3CCN(c4ccc(C(=O)c5cccnc5)cc4)CC3)C2=O)cc1 (stereo unspecified)	·	·	-1.3%	-1.1%	·	·	0.772	-0.204	-0.633	-0.261	i	1.6	8.5%	1.7	1.9	8.0	8.0%
CC(C)(C)C(=O)Nc1nnc(CC(=O)NCc2ccccc2)s1	0.8	1697	-0.7%	0.4%	-0.2	1067	-0.212	-0.359	0.463	0.288	i	3.8	10.6%	5.7	2.6	2.3	52.3%
Cc1cc(C)nc(NC(=O)NS(=O)(=O)Nc2ccc(Br)cn2)n1	-0.32	1616	0.4%	0.1%	-0.5	1293	0.76	-0.361	0.48	0.0201	i	16.6	2.8%	12.7	1.4	4.7	5.1%
CC(=O)NC(c1ccco1)c1ccc2cccnc2c1O (stereo unspecified)	·	·	3.2%	2.4%	·	·	-0.0873	-0.183	-0.11	0.267	i	7.8	-2.0%	1.8	0.9	23.5	1.4%
COc1ccccc1NC(=O)c1ccccc1SC	·	·	-2.7%	0.8%	·	·	-0.106	-0.301	-0.13	1.24	i	1.6	2.4%	1.8	2.4	7.3	1.0%
Cc1cc(C)cc(-n2nnc(C(=O)NCc3ccccc3)c2N)c1	0.06	1706	-2.9%	0.3%	1.8	1054	-1.32	-0.191	-0.434	0.554	i	-11.7	5.2%	5.7	2.8	3.9	6.4%
O=C(CSc1nc2ccc(NC(=O)CSc3nnnn3Cc3ccccc3)cc2s1)Nc1ccccc1	0.48	1144	1.6%	0.4%	-1.1	1321	1.31	-0.0252	1.06	-0.166	i	-5.1	8.4%	3.5	2.6	7.3	18.1%
Cc1cc(=O)c(C(=O)O)cn1Nc1ccc(Cl)cc1	·	·	0.1%	-12.4%	-9.5	1214	-1.27	-0.0284	-0.387	0.848	i	-6.0	5.5%	1.2	2.2	5.2	2.1%
CC(C)CC(c1nnnn1Cc1ccco1)N1CCN(C2CCCC2)CC1 (stereo unspecified)	0.58	1116	-1.3%	?	-3.0	1010	-0.885	-0.212	-0.474	0.822	i	7.0	2.6%	1.2	1.0	6.2	-3.3%
CCOC(=O)N1CCN(CC(=O)Nc2ccc(Oc3ccccc3)cc2)CC1	-0.66	857	-1.1%	3.5%	1.0	1148	-0.539	-0.103	-0.0213	-0.29	i	4.7	7.5%	4.7	2.4	6.6	5.6%
COc1cc(C(=O)ON=C2C=C(C)C(=O)C(C)=C2)cc(OC)c1OC	0.42	1134	-2.3%	0.1%	-0.3	1005	0.912	-0.183	0.668	-1.56	i	5.2	3.4%	4.2	1.6	7.2	-9.9%
COc1ccccc1NC(=O)C1=C(C)Nc2nnnn2C1c1cccc(Br)c1 (stereo unspecified)	-0.6	1633	3.2%	0.0%	-2.3	1297	0.672	-0.0329	1.03	-2.07	i	9.9	?	7.2	3.2	10.4	-1.0%
CCCOc1ccc(NC(=O)CC2C(=O)N(Cc3ccccc3)C(=S)N2Cc2cccs2)cc1 (stereo unspecified)	-0.18	1052	-4.6%	-2.1%[50 µM]	-0.2	482	1.44	-0.28	0.431	-0.83	i	16.8	4.0%	2.1	0.9	8.3	15.7%
Cc1ccccc1S(=O)(=O)/N=C(/c1ccccc1)N1CCOCC1	0.1	1356	-1.1%	0.9%	-1.0	1009	1.16	-0.233	0.594	0.415	i	-16.2	6.0%	1.5	1.1	5.9	3.7%
CCSc1cc(C)nc2c(-c3ccccc3)cnn12	-0.51	1360	·	1.4%	0.6	1239	0.307	-0.264	-0.0758	-0.535	·	·	2.4%	·	·	·	0.4%
COc1ccc(F)cc1S(=O)(=O)NC1CC(C)(C)NC(C)(C)C1	2.02	1370	-1.5%	0.5%	-1.9	1378	2.49	-0.115	1.2	-2.12	i	4.3	-1.8%	3.6	3.3	5.4	-5.2%
Cc1ccc(S(=O)(=O)NCCSc2nnnn2-c2ccc(C(N)=O)cc2)cc1	0.87	1866	·	0.1%	1.8	1102	-0.179	-0.242	0.231	1.16	i	-10.3	9.4%	2.6	2.6	8.7	0.5%
Cc1ccc(NC(=O)c2cc([N+](=O)[O-])ccc2Cl)c(O)c1	·	·	-0.1%	i	0.6	1535	-2.17	0.153	-1.13	0.272	i	9.6	6.8%	2.3	2.2	10.1	3.4%
O=C(NNC(=S)Nc1ccccc1C(F)(F)F)c1cccnc1	-0.29	1511	3.4%	-0.4%	2.0	836	0.373	-0.0828	0.693	-0.0198	i	25.9	10.9%	1.7	1.4	2.4	-1.8%
COc1cccc(CC(=O)Nc2ccc(S(=O)(=O)Nc3nc(C)cc(C)n3)cc2)c1	0.59	1277	0.4%	0.3%	-0.2	1136	1.32	-0.329	0.498	0.257	i	3.0	6.8%	2.7	2.5	11.5	3.5%
CCOC(=O)/C(C#N)=C\c1ccc(O)c(OC)c1	-0.76	1232	·	0.1%	-1.8	1076	-0.341	-0.217	-0.201	0.766	i	-26.6	10.9%	2.0	1.9	7.3	10.9%
Cc1ccc(NC(=O)N(CCC#N)Cc2ccccc2)cc1	1.28	1480	·	0.3%	-0.9	1329	0.333	-0.271	-0.118	0.299	·	·	10.9%	·	·	·	2.2%
CCOC(=O)c1nn(-c2ccccc2C)c2nc(-c3ccc(Cl)cc3)c(C#N)c(=O)n12	-0.77	1136	-0.2%	0.5%	-2.0	1211	-0.638	0.213	0.00222	0.325	i	-5.7	-0.6%	1.3	1.2	2.7	1.7%
CS(=O)(=O)N1CCN(C(=O)c2cccnc2)CC1	0.51	1210	-0.6%	1.6%	-3.7	805	0.192	-0.293	0.329	0.265	i	-8.8	6.7%	3.6	2.2	6.8	3.3%
O=c1cc(CN2CCN(CCO)CC2)c2cc3c(cc2o1)CCC3	0.23	998	0.5%	0.3%	-4.7	997	-1.3	0.373	-0.265	0.591	i	-0.2	3.9%	3.2	2.6	10.3	13.1%
CCCC(=O)NC(=S)Nc1ccc(C(C)=O)cc1	-0.09	1270	-0.3%	-8.0%	0.0	892	-0.714	-0.33	-0.494	0.601	i	10.4	3.6%	2.7	3.1	4.1	11.0%
CCN(C(=O)CSc1nnc(-c2ccc(F)cc2)c2ccccc12)C1CCS(=O)(=O)C1 (stereo unspecified)	0.22	1369	-1.0%	-0.2%	0.3	1050	-0.919	-0.163	-0.676	0.162	i	-6.5	11.7%	2.9	3.7	11.7	13.3%
O=C(O)C(Cc1ccccc1)NS(=O)(=O)c1ccc2c(c1)OCCO2 (stereo unspecified)	0.17	1689	0.2%	1.2%	0.0	1309	-0.747	-0.232	-0.632	0.522	i	2.9	0.5%	2.8	1.9	8.9	-1.4%
CCOc1ccc(NC(=O)CN(c2ccc(OCC)cc2)S(=O)(=O)c2c(C)[nH]c(=O)[nH]c2=O)cc1	-0.11	1165	-0.9%	-0.1%	-2.2	1110	2.78	-0.122	1.71	-1.67	i	-6.2	-2.8%	4.0	2.2	13.0	11.3%
CC(=O)c1cccc(CN2CCN(C(C)C)C(CCO)C2)c1 (stereo unspecified)	-0.23	1428	-0.4%	-0.1%	-0.1	1060	0.269	-0.239	0.0745	0.796	i	32.9	-0.4%	2.8	1.0	5.1	-5.0%
O=C(Nc1cc(S(=O)(=O)N2CCOCC2)ccc1N1CCCC1)c1cc(=O)[nH]c2ccccc12	0.23	769	·	0.1%	-1.2	1320	0.787	-0.811	0.0782	-0.515	·	·	14.5%	·	·	·	13.4%
O=C(CSc1nnc2ccccn12)N1CCc2ccccc2C1	·	·	1.3%	0.8%	·	·	1.14	-0.237	0.855	0.523	i	-9.7	2.0%	1.7	2.6	11.7	10.2%
COc1ccc(CCN(C(=O)C(F)(F)F)C(C(=O)NC2CCCCC2)c2ccc(C)s2)cc1 (stereo unspecified)	-0.4	1029	-1.6%	1.8%	-2.5	868	-0.0693	-0.206	-0.435	0.255	i	8.6	-2.3%	3.6	3.4	18.0	-2.2%
